Screening data deposited in PubChem by several laboratories.
TRPC6 inh: inhibitors of mouse TRPC6 channel; Q61143; HEK293-TRPC6, membrane potential dye, ACh-evoked depolarization; hits give low values; B-score at 10 µM; hit rate 1.1% among 310,000; AID 2553;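 active = B-score under library mean minus 3 SD, initial fluorescence not abnormally high, positive integrated signal ratio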;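 note: B-score derived from integrated fluorescence ratio over the kinetic read; more negative B-score means stronger inhibition of depolarization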
AI-2 QS modul: Vibrio harveyi AI-2 quorum sensing modulation; hit rate 0.4% among 300,000; activity change, % at 7.5 µM; Vibrio harveyi JMH597 AI-2 luminescence/OD600 ratio, 9 h; hits give low values; strain lacks LuxN and CqsS sensors; 0 = neutral-control median; AID 2094; in the data active = activity change below about -75%, passing the limit was not always enough;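 note: luminescence divided by OD600 gain over 9 h not by final OD600 alone; inactives centre near 13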
MrgX1 antagonist: blocks BAM8-22 activation of human MrgX1 receptor; MRGX1-HEK293 calcium flux, Fluo-4, BAM8-22 antagonism; hits give low values; B-score at 10 µM; hit rate 1.3% among 310,000; Q96LB2;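 active = calcium-response B-score plate-corrected more than 3 library SD below zero, starting fluorescence within 5 deviations, no agonist response on first addition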;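 note: peak minus trough fluorescence over baseline after final BAM8-22 challenge near maximal dose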
Target sequence (Q96LB2 whole entry, looked up): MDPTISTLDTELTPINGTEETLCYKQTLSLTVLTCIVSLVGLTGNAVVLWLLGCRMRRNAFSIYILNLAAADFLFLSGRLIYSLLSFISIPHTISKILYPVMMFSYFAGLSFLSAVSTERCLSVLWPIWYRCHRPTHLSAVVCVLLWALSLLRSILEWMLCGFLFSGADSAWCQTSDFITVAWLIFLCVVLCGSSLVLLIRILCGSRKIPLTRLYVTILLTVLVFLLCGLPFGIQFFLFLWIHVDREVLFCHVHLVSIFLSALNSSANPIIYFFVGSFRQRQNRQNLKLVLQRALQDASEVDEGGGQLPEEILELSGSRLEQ
HIF activator: HIF pathway transcriptional activation | U2OS HRE-luciferase reporter, luminescence; normalized: DMSO 0%, desferrioxamine 100% | activation, % at 7.5 µM (by protocol) | hit rate 0.32% among 300,000;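 active = mean activation of at least 10% of the iron chelator positive control signal, with at least half of replicates also reaching 10%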
TRPC4 potent: TRPC4 (mouse) allosteric potentiation; HEK293 TRPC4beta/mu-opioid, DAMGO EC20, Fluo-4 Ca2+ flux; hits give high values; AID 2227; Q9QUQ5; B-score at 10 µM; hit rate 0.42% among 310,000;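 active = B-score of calcium response area above 5 SD of library B-scores, with initial fluorescence ratio within 5 SD of library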;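 note: B-score of integrated fluorescence ratio over time as area under calcium response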
TRPC4 act: activators of mouse TRPC4 channel. hit rate 0.49% among 310,000. HEK293 TRPC4beta/mu-opioid, Fluo4 calcium fluorescence; hits give high values. B-score at 10 µM. Q9QUQ5;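 active = B-score above 5 SD of library B-scores, and initial fluorescence ratio not above library mean plus 5 SD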;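 note: positive B-score marks a calcium rise read as TRPC4 activation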
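System – HEK293 cells stably co-expressing mouse TRPC4beta and mu-opioid receptor · Signal – Fluo4 calcium-sensitive dye fluorescence, kinetic, 1 Hz baseline · Benchmarks – buffer (low) and maximal DAMGO (high) · Read-out – B score of integrated fluorescence ratio per well · Incubation – dye loading 45 min room temperature, 110 s kinetic read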
MrgX1 ag: activates human MrgX1 receptor signaling; B-score at 10 µM; Q96LB2; MrgX1-HEK293 cells, Fluo-4 calcium fluorescence, agonist mode; hits give high values; AID 588627; hit rate 0.44% among 310,000;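 active = calcium response B-score plate-corrected fluorescence ratio at least 3 library SD, with starting fluorescence B-score inside 5 SD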
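Test system: HEK293 cells stably expressing human MrgX1 receptor; amount: 15,000 cells per well; doses: compound delivered in addition one of three; times: overnight plating before 1 h dye loading; detection: Fluo-4 NW calcium-flux fluorescence, kinetic read; read-out basis: B-scored fluorescence response ratio; controls: positive and negative controls per plate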
PolyA inh: inhibitors of polyadenylation in S. cerevisiae; S. cerevisiae SKY197-pL101 polyadenylation reporter, beta-gal luminescence; efflux-impaired pdr1/pdr3 knockout yeast; score 100 = 6 SD above DMSO; calls only at 12 µM; AID 1875; hit rate 0.02% among 300,000;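 active = lowest replicate activity score at least 50, where 100 means six control SD above control mean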;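 note: yeast exposed to compound for 9 h at 30 °C; higher score means more reporter readthrough which indicates perturbed polyadenylation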
TRPC6 act: activates the mouse TRPC6 cation channel; Q61143; HEK293-TRPC6 membrane potential dye fluorescence; hits give high values; B-score at 10 µM; hit rate 0.13% among 310,000; AID 2550;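 active = B-score of the integrated fluorescence ratio above library mean plus 3 SD, and starting fluorescence ratio within library mean plus 5 SD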;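 note: higher score means more depolarization so channel activation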
MrgX1 PAM: human MrgX1 positive allosteric modulation, primary screen; Q96LB2; MrgX1-HEK293, Fluo-4 calcium flux, FDSS; hits give high values; B-score at 10 µM; hit rate 0.63% among 310,000; AID 588675;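 active = plate-corrected calcium response at least 3 library SD above typical, normal starting fluorescence, not activating the receptor alone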;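 note: compound read alongside a low EC10 to EC30 dose of BAM8-22 agonist; peak minus trough fluorescence over baseline measured at the second addition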
TRPC4 block: TRPC4 (mouse) channel inhibition | Q9QUQ5 | HEK293 TRPC4beta/mu-opioid, DAMGO-evoked Fluo4 calcium flux; hits give low values | B-score at 10 µM | hit rate 0.39% among 300,000;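 active = B-score over 3 SD under the library average, no early fluorescence shift, positive overall ratio signal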
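material = TRPC4beta/mu-opioid receptor HEK293 cell line | probe or stimulus = sequential submaximal and maximal DAMGO stimulation | compound dosing = one concentration per compound | measured by = Fluo4 Ca2+ flux fluorescence | evaluation = integrated fluorescence ratio relative to baseline, converted to per-well B score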
Starred values were filed as active, the others as inactive; i = inactive; · = no result given. Some of the compounds tested, so the mix of outcomes need not match the whole.

SMILES	TRPC6 inh	AI-2 QS modul	MrgX1 antagonist	HIF activator	TRPC4 potent	TRPC4 act	MrgX1 ag	PolyA inh	TRPC6 act	MrgX1 PAM	TRPC4 block
CCOC(=O)c1c(C)[nH]c(C)c1C(=O)COc1ccc(NC(=O)c2ccco2)cc1	i	0.7	i	0.8	i	i	i	i	i	i	i
CCOc1ccc(-n2c(=O)c3sccc3n(CC(=O)NC3CCCCC3)c2=O)cc1	i	·	i	-14.2	i	i	i	i	i	i	i
CCOC(=O)C1(CC2CCCCO2)CCN(S(=O)(=O)c2ccc(C)s2)CC1 (stereo unspecified)	i	11.9	i	-0.1	i	i	i	i	i	i	i
Nc1ccc(-c2nc3cc(N)ccc3o2)cc1	i	16.2	i	0.2	i	i	i	i	i	i	i
COc1ccc(CC2=C(O)c3ccccc3C(=O)C2=O)cc1	i	24.2	i	-0.4	i	i	i	i	i	i	i
CCc1nnc(NC(=O)c2cc([N+](=O)[O-])ccc2N2CCOCC2)s1	i	32.0	-6.28*	-0.5	i	i	i	i	i	i	i
C[C@@H](NC(=O)[C@@H]1Cc2ccccc2CN1)C(=O)NCC1CCCO1 (stereo partly specified)	i	4.5	i	0.1	i	i	i	i	i	i	i
CC(C)(C)NC(=O)c1ccccc1NC(=O)C1CC(=O)N(C2CCCCC2)C1 (stereo unspecified)	i	7.4	i	-0.1	i	i	i	i	i	i	i
O=C(O)c1cc(/C=N\O)ccc1OCc1ccccc1	i	24.9	i	-0.7	i	i	i	i	i	i	i
CSc1ccc(/C=c2\s/c(=C\C(=O)C(C)(C)C)n(CC(=O)NCCC3=CCCCC3)c2=O)cc1	i	15.8	i	-0.2	i	i	i	i	i	i	i
CCOc1ccc(C2NC(=O)C(C#N)=C(S)N2c2ccc(OC)cc2)cc1OC (stereo unspecified)	i	33.9	i	0.2	i	i	i	i	i	i	i
CCC(C)NC(=O)C1c2ccccc2C(=O)N1Cc1cc(OC)ccc1OC (stereo unspecified)	i	2.4	i	-1.0	i	i	i	i	i	i	i
Cc1cc(NC(=O)CSc2nc3c(c(=O)n2CCc2ccccc2)SC(C)C3)no1 (stereo unspecified)	i	12.1	i	-0.4	i	i	i	·	i	i	i
O=C(COC(=O)CCC(=O)c1cccs1)NCc1ccccc1	i	19.6	i	0.1	i	i	i	i	i	i	i
COc1ccc(C2=NN3C(C2)c2ccccc2OC3c2cccs2)cc1 (stereo unspecified)	i	18.3	i	3.6	i	i	i	i	i	i	i
O=C(/C=C/c1ccc(Cl)cc1)N1CCN(c2c(Cl)cccc2[N+](=O)[O-])CC1	i	1.5	i	-0.4	i	i	i	i	i	i	i
O=S(=O)(c1cccc(Br)c1)N1CCN(CCc2ccccc2)CC1	i	21.4	i	1.4	i	i	i	i	i	i	i
COC(=O)c1ccccc1NC(=O)c1cc2nc(C3CC3)cc(C(F)(F)F)n2n1	i	5.3	i	-0.2	i	i	i	i	i	i	i
Cc1cc(O)c(/C=N/c2ccccn2)c(=O)o1	i	18.7	i	0.1	i	i	i	i	i	i	·
Cc1c(CN2CCC(n3nccc3NC(=O)C3CCOC3)CC2)[nH]c2ccccc12 (stereo unspecified)	i	33.5	i	-1.0	i	i	i	i	i	i	i
CSC1=NCCCN1C(=O)c1c(-c2ccccc2Cl)noc1C	i	15.3	i	0.0	i	i	i	i	i	i	i
Cc1cc(Br)ccc1NC(=S)NC1CCCC1	i	29.9	i	0.2	i	i	i	i	i	i	i
CC1CCCN(S(=O)(=O)c2ccccc2[N+](=O)[O-])C1 (stereo unspecified)	i	27.9	i	-0.1	i	i	i	i	i	i	i
CCN(CC)c1ncn(Cc2c(Cl)cccc2Cl)c2ncnc1-2	i	13.0	i	0.0	i	i	i	i	i	i	i
Cc1ccc(C)c(NC(=O)CN(C)C(=O)c2cc(-c3cccs3)nn2-c2ccccc2)c1	i	25.0	i	0.7	i	i	i	i	i	i	i
Cn1cc(CN2C[C@H]3CC[C@H]2C3)c(-c2ccccc2F)n1	i	-1.0	i	-0.1	i	i	i	i	i	i	i
CCOc1ccc(CCNC(=O)c2ccc(Cl)c(S(=O)(=O)N3CCOCC3)c2)cc1OCC	i	11.7	i	-0.6	i	i	i	i	i	i	i
c1ccc(-c2csc(Nc3cccnc3)n2)nc1	-6.03*	24.4	i	3.4	i	i	i	i	i	i	·
CCN1CCc2c(sc(NC(=O)c3ccc(S(=O)(=O)N(CC)c4ccccc4)cc3)c2C(N)=O)C1	i	-0.9	i	0.7	i	i	i	i	i	i	i
COc1ccc(C)cc1N(C(=O)Cn1nnc(-c2ccc(C)o2)n1)C(C(=O)NC1CCCC1)c1ccncc1 (stereo unspecified)	i	13.5	i	-0.1	i	i	i	i	i	i	i
Cc1ccc(N2C(=O)c3ccccc3C2Nc2cccnc2)nc1 (stereo unspecified)	i	8.5	i	1.6	i	i	i	i	i	i	i
O=C1CS/C(=N/N=C/c2cccs2)N1	i	28.9	i	-0.2	i	i	i	i	i	i	i
O=C(Nc1nccs1)c1cn(-c2ccccc2)nc1-c1ccncc1	i	18.0	i	0.2	i	i	i	i	i	i	i
Cn1cnc2c1c(=O)n(Cc1cccc(Cl)c1)c(=O)n2C	i	5.8	i	0.1	i	i	i	i	i	i	i
O=C(c1cccc([N+](=O)[O-])c1)N1CCN(Cc2ccc3c(c2)OCO3)CC1	i	13.0	i	-0.8	i	i	i	i	i	i	i
CCOC(=O)C(=O)/C(=C\N(C)C)c1onc(-c2ccccc2)c1C(=O)OC	i	18.1	i	-0.6	i	i	i	i	i	i	i
NS(=O)(=O)c1ccc(CCNC(=O)NC23CC4CC(CC(C4)C2)C3)cc1	i	29.4	i	-0.8	i	i	i	i	i	i	·
CCC(C(=O)Nc1cccnc1)n1c(=O)[nH]c2ccccc2c1=O (stereo unspecified)	i	17.3	i	-0.1	i	i	i	i	i	i	i
COc1cnc(-c2ccccc2)nc1Oc1ccc(Cl)cc1C	i	10.3	i	-0.5	i	i	i	i	i	i	i
COc1cc(/C=N/N=C2/NC(=O)C(Cc3ccccc3)S2)ccc1O (stereo unspecified)	i	21.0	i	0.3	i	i	i	i	i	i	i

Fetched one by one from above, 3 records:
SMILES	TRPC6 inh	AI-2 QS modul	MrgX1 antagonist	HIF activator	TRPC4 potent	TRPC4 act	MrgX1 ag	PolyA inh	TRPC6 act	MrgX1 PAM	TRPC4 block
COc1ccc(C)cc1N(C(=O)Cn1nnc(-c2ccc(C)o2)n1)C(C(=O)NC1CCCC1)c1ccncc1 (stereo unspecified)	i	13.5	i	-0.1	i	i	i	i	i	i	i
CCN1CCc2c(sc(NC(=O)c3ccc(S(=O)(=O)N(CC)c4ccccc4)cc3)c2C(N)=O)C1	i	-0.9	i	0.7	i	i	i	i	i	i	i
CCC(C(=O)Nc1cccnc1)n1c(=O)[nH]c2ccccc2c1=O (stereo unspecified)	i	17.3	i	-0.1	i	i	i	i	i	i	i

Other results
SMILES	TRPC6 inh	AI-2 QS modul	MrgX1 antagonist	HIF activator	TRPC4 potent	TRPC4 act	MrgX1 ag	PolyA inh	TRPC6 act	MrgX1 PAM	TRPC4 block
CCc1ccccc1NC(=O)c1cc(-c2cccc(O)c2)on1	i	18.3	i	2.7	i	i	i	i	i	i	i
COc1ccc(NC(=O)Cc2cccc3ccccc23)cc1	i	24.9	i	-15.7	i	i	i	i	i	i	i
CCCc1nc2sc(C(=O)OCC)c(N)c2c2c1COC(C)(C)C2	i	-1.4	i	0.0	i	i	i	i	i	i	i
COC(=O)c1cccnc1NC(=S)NNC(=O)c1ccccc1	i	58.7	i	0.2	i	i	i	i	i	i	i
CC12CCC(C(=O)NCCN3CCCCC3)(CC1=O)C2(C)C (stereo unspecified)	i	11.1	i	1.2	i	i	i	i	i	i	i
NC(=O)C[n+]1ccc(/C=N/O)cc1	i	11.5	i	-0.1	i	i	i	i	i	i	i
COC(=O)c1ccc(CSc2nc3c(c(=O)n2-c2ccc(F)cc2)SCC3)o1	i	21.2	i	10.5*	i	i	i	i	i	i	i
Cn1c(SCC(=O)Nc2ccccc2F)nnc1C1CCCCC1	i	19.1	i	-0.5	i	i	i	i	i	i	i
COc1ccccc1OCCSc1nc2ccccc2n1CC(O)CO (stereo unspecified)	i	·	i	1.3	i	i	i	i	i	i	i
O=C(CCNS(=O)(=O)c1ccccc1)OCC(=O)c1ccc(Br)cc1	i	30.0	i	-0.5	i	i	i	i	i	i	i
Cc1cccc(-n2ncc(Cl)c(Cl)c2=O)c1	i	6.6	i	-4.1	i	i	i	i	i	i	i
COc1ccc(Cl)cc1C(=O)NNC(=O)CN1C(=O)C2CC=CCC2C1=O (stereo unspecified)	i	15.1	i	-0.3	i	i	i	i	i	i	i
COc1ccc(/C=N/NC(=O)c2nnn(-c3nonc3N)c2CN(C)c2ccccc2)cc1	i	27.9	i	-0.3	i	i	i	i	i	i	i
CCc1c(O)nc(SCC(=O)Nc2nc3ccccc3s2)n(-c2ccccc2)c1=O	i	10.3	i	1.0	i	i	i	i	i	i	i
Cc1ccc(SCCNC(=O)C(C)C)cc1	i	1.6	i	·	i	i	i	i	i	i	i
NS(=O)(=O)c1ccc(CCNC(=O)CSc2ncnc3ccccc23)cc1	i	21.6	i	-0.4	i	i	i	i	i	i	i
COc1ccc(NC(=O)CN(C)C(=O)c2cc(-c3ccc(Cl)cc3)nc3ccccc23)cc1	i	17.2	i	1.2	i	i	i	i	i	i	i
O=C(COC(=O)C1CC2CCCC(C1)C2=O)NNC(=O)c1ccccc1F (stereo unspecified)	i	-64.6	i	-0.2	i	i	i	i	i	i	i
CCN1C(=O)c2ccccc2Sc2ccc(C(=O)NCCN3CCOCC3)cc21	i	3.9	i	-0.2	i	i	i	i	i	i	i
COc1ccc(CNC(=O)CN(Cc2ccc(OC)cc2)C(=O)CCC(=O)Nc2nccs2)cc1	i	13.3	i	-0.3	i	i	i	i	i	i	i
COc1cc(/C=C2\SC(=S)N(C(C(=O)O)c3ccccc3)C2=O)cc(OC)c1OC (stereo unspecified)	i	11.6	i	0.2	i	i	i	i	i	i	i
CCCCn1c(N)c(N(CC)C(=O)c2cc(S(=O)(=O)N3CCCCCC3)ccc2OC)c(=O)[nH]c1=O	i	2.7	i	-2.1	i	i	i	i	i	i	i
